# Screening data (PubChem BioAssay)
# ALOX15 inhib – 15-hLO (ALOX15) enzyme inhibition | P16050 | purified 15hLO-1, xylenol orange hydroperoxide absorbance | Potency, µM (top dose mostly 57.1 µM), for inactives: top-dose activity change, negative = inhibition, hits mostly inhibitors | 74,000 tested, 1.4% active | AID 887; further: potency means the concentration at half of the fitted maximal effect; on the % scale 0 is the no-effect control and ±100 the full control effect; nearly all actives have a fitted effect of over 55% in size
# Target sequence (P16050 whole entry, looked up): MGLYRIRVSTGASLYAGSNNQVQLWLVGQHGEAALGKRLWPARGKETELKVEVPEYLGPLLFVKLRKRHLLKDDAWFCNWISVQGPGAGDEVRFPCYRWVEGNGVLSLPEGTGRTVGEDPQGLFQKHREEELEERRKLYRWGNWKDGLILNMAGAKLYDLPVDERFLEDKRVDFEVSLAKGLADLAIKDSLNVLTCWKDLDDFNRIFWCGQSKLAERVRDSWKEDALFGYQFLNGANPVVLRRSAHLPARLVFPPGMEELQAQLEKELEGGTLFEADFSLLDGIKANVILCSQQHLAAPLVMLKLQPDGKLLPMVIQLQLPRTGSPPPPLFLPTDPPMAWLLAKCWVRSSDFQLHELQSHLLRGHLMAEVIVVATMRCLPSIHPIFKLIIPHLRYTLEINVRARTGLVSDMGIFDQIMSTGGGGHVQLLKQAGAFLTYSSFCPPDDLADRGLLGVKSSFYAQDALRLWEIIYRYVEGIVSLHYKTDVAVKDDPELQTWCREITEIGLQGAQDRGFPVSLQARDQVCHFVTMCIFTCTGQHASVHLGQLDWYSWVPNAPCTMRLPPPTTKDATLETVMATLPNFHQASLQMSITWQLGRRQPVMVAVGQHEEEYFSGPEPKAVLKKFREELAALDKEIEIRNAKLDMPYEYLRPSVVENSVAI
#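 Hydroperoxide formed from arachidonic acid (50 uM) by purified human 15hLO-1 (40 nM) oxidizes ferrous iron, and the ferric-xylenol orange complex is read at 573 versus 405 nm. Compounds were preincubated 15 min; reaction ran 6 min at room temperature.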
# Hsp90 Hop PPI – changes Hsp90-Hop TPR2A binding signal, up or down; 71,000 tested, 0.44% active; Potency, µM (series often up to 57 µM), inactives show top-dose activity change, negative = inhibition; AlphaScreen TPR2A-His6 binding biotin-Hsp90 C-terminal peptide; active means well fitted curve in either direction with a large enough effect; inconclusive means small, poorly fitted or top-dose-only effect, or another doubt; further: potency means the concentration at half of the fitted maximal effect; on the % scale 0 is the no-effect control and ±100 the full control effect; many of its hits are not listed in these tables
# TexasRed autofl – compound fluoresces in the Texas Red spectral region | AID 587 | 59,000 tested, 0.06% active | max dye-equivalent concentration, M | Compound fluorescence, Texas Red channel, 547/618 nm; active compounds read high; in the data active means max dye-equivalent concentration above about 10 nM; inconclusive means between about 1.1 nM and that limit
#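 qHTS profiling of intrinsic compound fluorescence; 100 mM Tris pH 8.0; 15 min RT; ex 547 / em 618 nm; response expressed as Texas Red dye-equivalent concentration from six-point plate standard.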
# Pol III holo inh – DNA polymerase III holoenzyme inhibition; reconstituted DNA polymerase III holoenzyme replication, biochemical; Potency, µM (series often up to 57.1 µM), inactives show at the highest dose activity change, negative = inhibition; 71,000 tested, 0.25% active; further: potency means the concentration at half of the fitted maximal effect; on the % scale 0 is the no-effect control and ±100 the full control effect
#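 Reconstituted *E. coli* holoenzyme (0.35 nM Pol III, 1 nM beta, 154 nM SSB, 2 nM primase) was preincubated with compound for 15 min at RT. Synthesis on 1.4 nM ssM13Gori ran 35 min, then was stopped with PicoGreen/EDTA and read as dsDNA fluorescence.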
# Tau filament bind – tau filament binding | P10636 | recombinant tau filaments, thioflavin S fluorescence, 15 h; filaments grown with octadecylsulfate alongside compound | Potency, µM (highest dose often 57.1 µM), without a hit: at the top dose activity change, negative = inhibition | 71,000 tested, 2% active;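 further: potency means the concentration at half of the fitted maximal effect; on the % scale 0 is the no-effect control and ±100 the full control effect; actives lower thioflavin S fluorescence by blocking filaments or displacing dye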
#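 His-tagged recombinant human tau (exons 2, 3, 10; 1 uM final) fibrillized with 30 uM sodium octadecylsulfate, 15 h at 37 C, in pH 7.4 HEPES buffer with 10 uM thioflavine S and 5 mM DTT. Reduced ThS fluorescence (450/510 nm) marks activity.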
# CRE-bla Fsk – CRE-bla signaling modulation under forskolin stimulation | CHO CRE-bla reporter (cAMP response element driving beta-lactamase), forskolin EC10, beta-lactamase ratio | Potency, µM (highest dose often 38.2 µM), inactives show at the highest dose activity change, negative = inhibition, usual class: activators | 71,000 tested, 2.5% active; active means well fitted activation curve with a large enough effect in the signal ratio, with a control signal flat, not every such curve was filed as active; inconclusive means small, poorly fitted or top-dose-only effect, or effect the other way, or a change in a side signal; the % refers to the signal ratio; further: potency means the concentration at half of the fitted maximal effect; % of control where 0% means no effect
#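 CHO CRE-bla cells, overnight plating in Opti-MEM with 0.5% dialyzed FBS; cpd titration + EC10 NKH 477, 3 h 37 °C; CCF4 2 h RT; ex 405/em 460 vs 530 ratio → %Activity, AC50.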
# HBB splice mod – alters splicing of the hemoglobin beta chain. AID 925. Potency, µM (highest dose often 46.1 µM), for the others: top-dose activation, most hits filed as activators. HBB splicing reporter cell assay, activation; EGFP reporter with mutant IVS2-654 intron; response scale: normalised to 500 nM splice-correcting PNA. 65,000 tested, 0.06% active; further: potency means the concentration at half of the fitted maximal effect; 0% is about no effect
#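 Compounds were applied for 2 days to HeLa EGFP-654 cells, 500/well in Optimem with 2% FCS. The reporter's EGFP is disrupted by mis-splicing of beta-globin intron IVS2-654. Readout: summed well GFP fluorescence from 488 nm laser scanning; reference was 500 nM antisense […] 654 PNA.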
# HADH2 inhib – blocks human hydroxyacyl-CoA dehydrogenase type II | Q99714 | recombinant HADH2, NADH fluorescence, beta-hydroxybutyryl-CoA | Potency, µM (top dose mostly 57.1 µM), inactives show top-dose activity change, negative = inhibition, usual class: inhibitors | 73,000 tested, 3.4% active | AID 886; further: potency means the concentration at half of the fitted maximal effect; on the % scale 0 is the no-effect control and ±100 the full control effect; nearly all actives have a fitted effect of over 60% in size; many of its hits are not listed in these tables
# Target sequence (Q99714 whole entry, looked up, one chain of several): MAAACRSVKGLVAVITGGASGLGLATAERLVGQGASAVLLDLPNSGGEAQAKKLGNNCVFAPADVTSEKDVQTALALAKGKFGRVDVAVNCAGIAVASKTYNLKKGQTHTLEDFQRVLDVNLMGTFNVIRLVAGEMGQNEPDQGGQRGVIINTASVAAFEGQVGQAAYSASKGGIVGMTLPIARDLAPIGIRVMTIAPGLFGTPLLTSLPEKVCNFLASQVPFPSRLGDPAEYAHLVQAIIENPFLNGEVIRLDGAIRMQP
#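 E. coli-expressed His-tagged HADH2 tested at 20 nM in alkaline Tris buffer (pH 9.0); oxidation of 90 uM beta-hydroxybutyryl-CoA with 1 mM NAD+ tracked fluorimetrically for 4 min.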
# ERK AVP inh – vasopressin-driven ERK pathway inhibition; HEK293-V1b, vasopressin-stimulated pERK AlphaScreen; Potency, µM (series often up to 57.5 µM), for inactives: top-dose activity, negative = inhibition, usual class: inhibitors; 72,000 tested, 0.99% active; AID 995; further: potency means the concentration at half of the fitted maximal effect; on the % scale 0 is the no-effect control and ±100 the full control effect; nearly all actives have a fitted effect of over 55% in size
#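 HEK293 cells stably expressing V1b receptor, seeded overnight in 1% FBS, were treated with compounds for 30 min at 37C, then stimulated 5 min with 25 nM vasopressin; phospho-ERK read by AlphaScreen SureFire after lysis.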
# Luciferase inh – firefly luciferase inhibition; P08659; purified firefly luciferase, luminescence, 8 min; Potency, µM (doses to about 57.1 µM), for the others: at the highest dose activity change, negative = inhibition, hits mostly inhibitors; 72,000 tested, 2.2% active; AID 411; further: potency means the concentration at half of the fitted maximal effect; on the % scale 0 is the no-effect control and ±100 the full control effect; nearly all actives have a fitted effect of over 40% in size
#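 Titration-based qHTS; buffer 50 mM imidazole pH 7.2, 50 mM KCl, 7 mM MgCl2, 10 uM ATP, 0.01% Tween 20, 0.05% BSA; luciferase/luciferin detector mix added after compound; 8 min, ambient; luminescence.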
# Rhodamine fluor – rhodamine region autofluorescence; max dye-equivalent concentration, M; Rhodamine-region fluorescence, 547/598 nm, Tris buffer; active compounds read high; 59,000 tested, 0.05% active; in the data active means max dye-equivalent concentration above about 11 nM; inconclusive means between about 1.1 nM and that limit
#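 Intrinsic compound fluorescence, ex 547 / em 598 nm, CCD imager. Tris 100 mM pH 8.0; 15 min RT. Output = rhodamine dye-equivalent concentration at each compound concentration.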
# Active calls of the source: *; i = inactive; ? = inconclusive; / = not tested or not shown; [ ] = another dose, or the depositor's remark. Unless noted, the call rests on the fitted dose curve; in most records, active means well fitted curve in the direction sought with a large enough effect; inconclusive means small, poorly fitted or top-dose-only effect, or another doubt; inactive means no such curve, though single readings can be large; an effect the other way counts as inactive or inconclusive. These rows are one share of the data; rates above refer to the full screens.
SMILES,ALOX15 inhib,Hsp90 Hop PPI,TexasRed autofl,Pol III holo inh,Tau filament bind,CRE-bla Fsk,HBB splice mod,HADH2 inhib,ERK AVP inh,Luciferase inh,Rhodamine fluor
C/C=C/Cn1c(N(C)Cc2ccccc2)nc2c1c(=O)[nH]c(=O)n2C,-6%,-8%,/,1%,0%,10µM*,-0.4%,-2%,/,4%,/
Cc1ccccc1-c1ccc2ncnc(N(C)Cc3ccco3)c2c1,-16%,-2%,i,-2%,14%,?,0.4%,-13%,-19%,-3%[2.29 µM],i
N#CCc1nc(CSc2nc3ccccc3o2)cs1,4%,-2%,?,-5%,-21%,6%,?,6%,8%,-10%,i
CC(C)CN(CC(C)C)S(=O)(=O)N1CCC(C(=O)NCCN2CCOCC2)CC1,1%,-3%,i,-4%,5%,7%,-2.4%,2%,6%,1%,i
O=C(CN1CCN(c2ccccc2F)CC1)c1ccc2cc[nH]c2c1,-14%,-4%,/,3%,34%,?,0.0%,?,/,-1%,/
CCOc1ccc2nc(Nc3nc4c(c(=O)[nH]3)CCC4)nc(C)c2c1,2%,-5%,/,-6%,160%,13%,0.2%,-1%,1%,1%,/
C[N+](C)(C)/N=C\c1ccc(O)c(O)c1,-5%[11.4 µM],-6%[11 µM],i,-1%[11.4 µM],7%[11.4 µM],1%[7.6 µM],1.9%[9.22 µM],3%[11.4 µM],-1%[11.5 µM],2%[11.4 µM],i
Cc1cccc(CNc2cc(-c3ccccc3CN(C)C)ncn2)c1,-5%,0%,i,-3%,6%,5%,0.4%,9%,?,-1%[2.29 µM],i
COCCNC(=O)c1cc(-c2ccc(Cl)c(Cl)c2)on1,-8%,0%,/,-2%,-10%,1%,1.4%,7%,-20%,-3%,/
c1ccc(N2CCN(Cc3ccsc3)CC2)nc1,-9%[11.4 µM],-5%[11 µM],/,-1%[11.4 µM],11%[11.4 µM],?,0.9%[0.0738 µM],3%[11.4 µM],3%,1%,/
CCSCCNC(=O)c1cncc(Br)c1,18%,-2%,i,-2%,5%,-4%,2.1%,-2%,-34%,-1%,i
CCCOc1ccc(NC(N)=O)cc1OCCC,6%,-4%,i,-5%,-23%,?,-2.8%,?,2%,-2%,i
C/C(=N\O)C1/C(=N/O)CC2C1C2(C)C (stereo not given),8%,-1%,i,0%,4%,?,2.7%,-3%,7%,2%,i
O=C(CN1CCN(c2ccc(F)cc2)CC1)Nc1ccc(-n2cnnn2)cc1,-3%,0%,i,0%,0%,3%,0.1%[57.5 µM],-9%,15%,-1%,i
CC(C)c1nccn1S(=O)(=O)c1cc(Cl)ccc1Cl,2%,-1%,/,-9%,0%,1%,0.6%,-2%,-1%,0%,/
CCn1cc(S(=O)(=O)CC(=O)NC2CCCCC2)c2ccccc21,1%,0%,i,-2%,-4%,-7%,0.0%,2%,10%,1%,i
Cc1ccnc(NC(=O)CCC(=O)N(CC(=O)NCC2CCCO2)Cc2ccc(F)cc2)c1 (stereo not given),-6%,-1%,i,-4%,-9%,-1%,/,-6%,-7%,1%,i
COc1ccc(-c2noc(CSc3nc4ccccc4c(=O)n3-c3ccccc3)n2)cc1OC,-5%,-7%,i,-9%,193%,?,-1.4%,6%,-2%,1%,i
COCCNC(=O)c1cc2sc3ccccc3c2s1,5%,-2%,?,1%,18%,-1%,0.2%,5%,?,-28%,i
O=C(Nc1ccc2sccc2c1)c1ccc(Cl)s1,-7%,2%,/,0%,220%,1%,0.2%,-28%,/,1.6µM*,/
CSc1nncn1/N=C/c1cc(Cl)ccc1F,0%,?,i,-3%,-4%,4%,0.2%,12%,31%,1%,i
CC(NS(=O)(=O)c1ccc(CCC(=O)N2CCN(C)CC2)cc1)c1ccccc1 (stereo not given),0%,-4%,i,-1%,-11%,?,2.2%,10%,-7%,5%,i
O=S(=O)(NCCCO)c1ccc2c(c1)Cc1cc(S(=O)(=O)NCCCO)ccc1-2,21%,0%,i,-7%,-6%,-15%,1.4%,2%,-15%,2%,i
O=C(O)CCC(NS(=O)(=O)c1ccc(N2CCCC2=O)cc1)C(=O)O (stereo not given),1%,-1%,?,-2%,-12%,-2%,-0.8%,-1%,-10%,1%,i
CC(=O)CCc1oc2ccc(NC(C)=O)cc2c1-c1ccc(C)o1,16µM*,-9%,i,-5%,8%,9%,0.1%,-10%,32µM*,?,i

# Single records, as listed above. Order of screens: ALOX15 inhib	Hsp90 Hop PPI	TexasRed autofl	Pol III holo inh	Tau filament bind	CRE-bla Fsk	HBB splice mod	HADH2 inhib	ERK AVP inh	Luciferase inh	Rhodamine fluor
# `O=C(O)CCC(NS(=O)(=O)c1ccc(N2CCCC2=O)cc1)C(=O)O` (stereo not given) is listed with 1%	-1%	?	-2%	-12%	-2%	-0.8%	-1%	-10%	1%	i
# `COc1ccc(-c2noc(CSc3nc4ccccc4c(=O)n3-c3ccccc3)n2)cc1OC` is listed with -5%	-7%	i	-9%	193%	?	-1.4%	6%	-2%	1%	i
# `C/C=C/Cn1c(N(C)Cc2ccccc2)nc2c1c(=O)[nH]c(=O)n2C` is listed with -6%	-8%	/	1%	0%	10µM*	-0.4%	-2%	/	4%	/
# `COCCNC(=O)c1cc(-c2ccc(Cl)c(Cl)c2)on1` is listed with -8%	0%	/	-2%	-10%	1%	1.4%	7%	-20%	-3%	/
# `CCSCCNC(=O)c1cncc(Br)c1` is listed with 18%	-2%	i	-2%	5%	-4%	2.1%	-2%	-34%	-1%	i

# The main list resumes, repeating the 2 entries before the break.
SMILES,ALOX15 inhib,Hsp90 Hop PPI,TexasRed autofl,Pol III holo inh,Tau filament bind,CRE-bla Fsk,HBB splice mod,HADH2 inhib,ERK AVP inh,Luciferase inh,Rhodamine fluor
O=C(O)CCC(NS(=O)(=O)c1ccc(N2CCCC2=O)cc1)C(=O)O (stereo not given),1%,-1%,?,-2%,-12%,-2%,-0.8%,-1%,-10%,1%,i
CC(=O)CCc1oc2ccc(NC(C)=O)cc2c1-c1ccc(C)o1,16µM*,-9%,i,-5%,8%,9%,0.1%,-10%,32µM*,?,i
CCOC(=O)C1=C(C)N(c2ccccc2)C(=O)C1CC(=O)O (stereo not given),-8%,-4%,i,-1%,11%,?,-1.7%,-1%,-17%,2%,i
c1ccc2c(c1)NC1(CCCCC1)n1c-2nc2ccccc21,3%,3%,?,0%,2%,?,0.7%[0.369 µM],25µM*,13%,13µM*,i
CCN(CC)S(=O)(=O)c1ccc(C(=O)NCCc2cc3c(OC)ccc(OC)c3[nH]c2=O)cc1,1%,-7%,i,1%,-2%,-10%,-2.1%,-10%,-1%,1%,i
C#CCCCO/N=C1/C[C@@H](O)[C@@H](O)[C@@H]2[C@@H]3C(=O)N([C@@H](C)c4ccccc4)C(=O)[C@H]3CC[C@@H]12,-1%[11.4 µM],/,/,/,/,/,2.3%[9.22 µM],11%[11.4 µM],22%[11.5 µM],1%[11.4 µM],/
Cc1cc(=O)n(C)c(=O)n1CCCNc1ccccc1,?,-4%,i,-5%,-4%,?,-1.8%,1%,-6%,0%,i
COc1ccccc1NC(=O)C1=C(C)NC(SCC(=O)c2ccccc2)=C(C#N)C1c1ccco1 (stereo not given),4%,7%,i,1%,167%,-17%,?,?,2%,-3%,i
CC(C)=NO[C@@H](C)CN1CCCc2nc(C)c(C)cc21,?,/,/,/,/,/,2.2%[9.22 µM],?,7%[11.5 µM],0%[11.4 µM],/
Cc1ccc(S(=O)(=O)NCCN(CCNS(=O)(=O)c2ccc(C)cc2)S(C)(=O)=O)cc1,-6%,-3%,?,-2%,12%,-8%,0.2%,5%,3%,0%,i
CCOc1ccc(N(CC(=O)N2CC=C(c3ccccc3)CC2)S(=O)(=O)c2c(C)noc2C)cc1,-16%,-6%[2.3 µM],/,2%,-4%,?,-0.2%,5%,-21%,2%,/
CCCCOC(=O)C1=C(C)Nc2nnnn2C1c1ccc(OC)c(OC)c1OC (stereo not given),-12%,-2%,i,-9%,6%,10%,-2.7%,-3%,46%[activator],-1%,i
O=C(Cn1cnc2ccccc2c1=O)NCCC(=O)N1CCN(Cc2ccccc2)CC1,5%,0%,i,-8%,-1%,?,-0.7%,5%,8%,1%,i
